CRFBP-R2 agonist: CRF-BP/CRF-R2 complex agonism; HEK293 CRF-R2/CRF-BP, calcium dye fluorescence (FLIPR); percent of saturating CRF peptide response; activation, % at 13.2 µM; 0.46% of 350,000 active;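 active = activation of at least 50%, plus an integration ratio under a set limit after plate pattern correction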;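 note: plate controls were neutral control wells without compound for no effect and CRF at EC100 for full effect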
M1 PAM parental: M1 PAM counterscreen hit in parental CHO-K1 cells | ATP EC20, Fluo-8 calcium fluorescence; 0% at ATP EC20, 100% at ATP max | AID 602247 | activation, % at 3 µM | 0.02% of 360,000 active;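 active = activation above the run cutoff, the mean activation of all test compounds plus 3 SD, cut at about 40% in these data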;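 note: peak over basal fluorescence ratio in a 140 s read after ATP addition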
CHRM4 PAM: positive allosteric modulators of human muscarinic M4 receptor | P08173 | CHO-K1 hM4/Gqi5, Fluo-8 calcium fluorescence, ACh EC20; 0% = ACh EC20, 100% = maximal ACh | activation, % at 3 µM | 0.4% of 360,000 active;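 active = activation above its plate's cutoff, the mean activation of sample wells plus 3 SD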; note: some results filed as inactive read as strong as hits
M5 PAM: potentiates acetylcholine response at human M5 receptor | 0.3% of 360,000 active | activation, % at 3 µM | P08912 | CHO-K1 hM5, Fluo-8 calcium, ACh EC20 PAM; 0% = ACh EC20, 100% = ACh EC100 | AID 624038;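 active = activation above the run cutoff, the mean activation of all test compounds plus 3 SD, cut at about 18% in these data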
Target sequence (P08912 whole entry, looked up): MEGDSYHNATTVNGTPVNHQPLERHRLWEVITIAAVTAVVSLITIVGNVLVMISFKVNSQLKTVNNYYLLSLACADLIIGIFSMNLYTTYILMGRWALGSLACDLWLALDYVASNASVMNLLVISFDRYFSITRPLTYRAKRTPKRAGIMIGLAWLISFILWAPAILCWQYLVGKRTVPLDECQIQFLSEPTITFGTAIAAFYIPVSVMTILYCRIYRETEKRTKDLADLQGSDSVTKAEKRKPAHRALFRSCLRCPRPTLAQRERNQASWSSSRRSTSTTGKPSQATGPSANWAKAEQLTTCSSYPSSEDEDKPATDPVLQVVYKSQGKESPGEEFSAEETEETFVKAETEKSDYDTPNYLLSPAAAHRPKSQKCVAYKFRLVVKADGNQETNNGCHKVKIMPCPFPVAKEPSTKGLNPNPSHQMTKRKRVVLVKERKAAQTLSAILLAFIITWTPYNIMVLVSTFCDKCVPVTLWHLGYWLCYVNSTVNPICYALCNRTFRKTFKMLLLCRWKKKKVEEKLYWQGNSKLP
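System: CHO-K1 cell line with stable human muscarinic M5 receptor expression | Also added: EC20 acetylcholine as agonist stimulus | Compound: One concentration, 3 µM final (nominal) | Timing: Fluo-8 loading 80 min at 37 °C plus 30 min room temperature | Measured by: Fluo-8 calcium dye fluorescence, kinetic read | Read-out basis: % activation, ACh-normalized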
CHRM5 agonist: CHRM5 agonism in calcium assay; P08912; CHO-K1 hM5 cells, Fluo-8 calcium fluorescence; 0% DMSO wells, 100% maximal acetylcholine response; activation, % at 3 µM; 0.19% of 360,000 active; AID 624037;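 active = activation above the run's mean over test compounds plus 3 SD, cut at about 23% in these data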;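 note: signal is peak over basal fluorescence ratio across the kinetic read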
TAAR1 ag: agonists of human TAAR1; 0.99% of 360,000 active; Q96RJ0; activation, % at 3 µM; CHO RD-HGA16 TAAR1, Fluo-8 calcium fluorescence; vehicle wells 0%, saturating PEA agonist 100%;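 active = activation above the mean activation of all test compounds in the run plus 3 SD, cut at about 38% in these data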
Target sequence (Q96RJ0 whole entry, looked up): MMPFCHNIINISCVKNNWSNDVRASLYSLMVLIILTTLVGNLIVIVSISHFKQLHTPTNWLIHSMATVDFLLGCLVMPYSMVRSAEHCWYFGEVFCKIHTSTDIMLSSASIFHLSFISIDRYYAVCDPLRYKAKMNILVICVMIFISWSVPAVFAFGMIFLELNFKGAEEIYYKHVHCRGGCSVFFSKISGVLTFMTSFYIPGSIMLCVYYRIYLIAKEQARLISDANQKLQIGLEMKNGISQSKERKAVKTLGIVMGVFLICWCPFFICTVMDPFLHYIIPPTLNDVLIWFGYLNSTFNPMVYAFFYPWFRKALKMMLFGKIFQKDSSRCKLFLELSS
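Test system: RD-HGA16 (CHO) cells co-expressing Gα16 and hTAAR1; dosing: one-point dosing at 3 µM (nominal); timing: 17-24 h seeding, 75 min 37 °C dye, 30 min RT; signal: kinetic Fluo-8 calcium fluorescence; read-out basis: % activation relative to PEA EC100 response; controls: DMSO and PEA EC100; replicates: n 1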
TAAR1 antagonist: human TAAR1 antagonism; AID 624466; Q96RJ0; CHO RD-HGA16 TAAR1, Fluo-8 calcium fluorescence, antagonist; 1.5% of 360,000 active; inhibition, % at 3 µM;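 active = inhibition above a per-plate cutoff, the mean inhibition of test compounds on that plate plus 3 SD, cut at about 49% in these data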;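 note: 0% = DMSO plus EC80 beta-PEA response and 100% = DMSO alone without agonist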
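Assay system: RD-HGA16 CHO cells with stable hTAAR1 and Gα16 / Reagent: EC80 β-phenethylamine stimulus / Doses: 3 µM, single point / Timing: dye loading 75 min at 37 °C, then 30 min room temperature / Measured by: Fluo-8 intracellular calcium dye fluorescence, real-time kinetic reads / Controls: vehicle wells and EC80 agonist wells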
CRFBP-R2 block: CRF-BP/CRF-R2 complex antagonism | HEK293 CRF-R2/CRF-BP, CRF-induced calcium fluorescence | inhibition, % at 11.8 µM | 0.59% of 350,000 active;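 active = inhibition of the ligand-induced calcium signal above about 50% at the single tested concentration, limit read from the data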
CHRM5 antagonist: blocks acetylcholine activation of human M5 receptor; P08912; CHO-hM5 cells, Fluo-8 calcium fluorescence, ACh EC80; inhibition, % at 3 µM; 0.59% of 360,000 active;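 active = inhibition above a per-plate cutoff, the mean of that plate's test compounds plus 3 SD, cut at about 27% in these data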;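 note: 0% = acetylcholine EC80 with DMSO and 100% = DMSO without agonist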
Numbers without * were called inactive; x = not tested or not shown.

SMILES | CRFBP-R2 agonist | M1 PAM parental | CHRM4 PAM | M5 PAM | CHRM5 agonist | TAAR1 ag | TAAR1 antagonist | CRFBP-R2 block | CHRM5 antagonist
CCN1CCN(C(=O)C2c3cc(OC)c(OC)cc3C(=O)N(C)C2c2ccc(SC)cc2)CC1 (stereo unspecified) | 0.6 | 11.0 | -1.3 | 3.8 | 0.5 | 4.8 | 9.4 | 8.5 | -1.7
COc1ccc(C(=O)N2CCCC(c3nc(-c4cccs4)no3)C2)cc1OC (stereo unspecified) | -1.2 | 26.3 | 3.1 | -1.5 | 0.4 | 2.1 | 10.6 | 2.7 | 0.3
CCOC(=O)C1=CNS(=O)(=O)NC1c1ccccc1 (stereo unspecified) | -4.2 | 6.9 | 1.3 | -2.8 | 1.0 | 0.8 | -11.9 | -0.8 | 7.2
CC(=O)Nc1ccc(OCCC[n+]2cccc(C(=O)[O-])c2)cc1 | -0.1 | 19.8 | -4.3 | 3.1 | -1.8 | 2.0 | 10.6 | 12.0 | -5.2
Cc1cccc(OCC(=O)Nc2ccccc2F)c1 | 0.4 | 10.8 | 2.3 | -2.5 | -4.5 | -0.6 | 6.8 | -1.2 | -0.8
COC(=O)c1ccc(CNC(=O)COC(=O)CNS(=O)(=O)c2ccc(C)cc2)cc1 | -1.2 | 18.3 | 6.5 | -4.9 | -0.8 | 1.9 | -8.2 | -15.6 | 8.0
COc1ccc(N2CCN(C(=O)c3ccc(S(=O)(=O)NCc4ccco4)cc3)CC2)cc1 | -1.5 | 9.2 | 6.5 | -2.2 | 2.9 | 1.5 | 1.1 | -10.6 | 3.4
COc1ccc(Cl)cc1NC(=O)CCn1cnc2ccccc2c1=O | -0.1 | 11.5 | 0.8 | -5.3 | 0.3 | 2.4 | -5.2 | -2.4 | -2.5
O=C(CN1CCC(NC(=O)c2ccc(F)cc2)CC1)NCc1ccccc1F | -0.9 | 20.9 | 9.0 | -8.2 | 1.8 | 5.5 | -6.8 | -2.7 | 2.0
Cc1cc(C)n(C(=O)COc2ccccc2C)n1 | 0.0 | -2.5 | 7.9 | -2.1 | 0.8 | 14.7 | 0.9 | 2.0 | 2.8
COC(=O)c1cc(C(=O)N2CCOCC2)cc([N+](=O)[O-])c1 | -2.1 | -6.9 | 4.8 | 8.7 | 3.1 | 3.4 | -15.2 | -17.4 | 3.1
CN(Cc1ccccc1)S(=O)(=O)c1ccc(Cl)c(C(=O)NCCCN2CCCC2=O)c1 | -1.1 | 0.8 | 11.7 | 1.6 | 0.7 | 20.5 | -0.9 | 14.6 | -1.2

3 compounds drawn at random from those above, as already listed:
SMILES | CRFBP-R2 agonist | M1 PAM parental | CHRM4 PAM | M5 PAM | CHRM5 agonist | TAAR1 ag | TAAR1 antagonist | CRFBP-R2 block | CHRM5 antagonist
O=C(CN1CCC(NC(=O)c2ccc(F)cc2)CC1)NCc1ccccc1F | -0.9 | 20.9 | 9.0 | -8.2 | 1.8 | 5.5 | -6.8 | -2.7 | 2.0
Cc1cc(C)n(C(=O)COc2ccccc2C)n1 | 0.0 | -2.5 | 7.9 | -2.1 | 0.8 | 14.7 | 0.9 | 2.0 | 2.8
COc1ccc(Cl)cc1NC(=O)CCn1cnc2ccccc2c1=O | -0.1 | 11.5 | 0.8 | -5.3 | 0.3 | 2.4 | -5.2 | -2.4 | -2.5

Continuation.
SMILES | CRFBP-R2 agonist | M1 PAM parental | CHRM4 PAM | M5 PAM | CHRM5 agonist | TAAR1 ag | TAAR1 antagonist | CRFBP-R2 block | CHRM5 antagonist
COc1ccc(S(=O)(=O)Nc2ccc3c(c2)C(=O)N([C@H](C)CO)C[C@H](C)[C@@H](CN(C)C(=O)Nc2ccc(C(F)(F)F)cc2)OCCCC[C@H](C)O3)cc1 | -0.1 | 8.3 | -1.3 | 10.6 | 1.4 | 0.8 | -19.8 | -6.1 | -7.6
CC(=O)c1c(C)[nH]c(C(=O)Nc2ccc(Cl)c(S(=O)(=O)N(C)C)c2)c1C | -0.8 | 4.9 | -7.6 | -10.2 | -1.1 | 13.1 | 23.6 | 9.5 | -19.6
Cc1ccc(-c2cc(-c3ccc(Cl)cc3)c(C#N)c(N)n2)o1 | 4.3 | 26.2 | -0.6 | -2.7 | 0.7 | 8.3 | 15.3 | 4.4 | 1.9
CN(CCc1ccccn1)C(=S)Nc1ccc(Cl)cc1Cl | -0.9 | 12.9 | -3.5 | -7.7 | 2.6 | 29.8 | -5.5 | 11.5 | 11.5
C/C(Cn1nnc([N+](=O)[O-])n1)=N\NC(=O)c1ccc(C)cc1 | 0.8 | 17.6 | 8.4 | -3.4 | -0.5 | 2.3 | -10.1 | 18.2 | 4.9
Cc1cc([N+](=O)[O-])c(C)cc1-c1ccc(/C=N/NC(=O)Cn2nnnc2N)o1 | 0.2 | 11.5 | -9.1 | -1.7 | -2.0 | 1.5 | 6.7 | 21.8 | 7.0
O=C(Cn1c(=O)oc2cc(S(=O)(=O)N3CCCC3)ccc21)N1CCN(C2CCCCC2)CC1 | -1.2 | 20.9 | 4.3 | 1.3 | 1.1 | 0.1 | -19.6 | 17.2 | -5.1
O=C(CNC(=O)c1ccccc1F)N/N=C/c1cc(Br)ccc1OCc1ccccc1 | 0.8 | 8.5 | -10.0 | -5.9 | -1.0 | 4.6 | 24.9 | -13.0 | 6.0
COc1ccc(C(=O)NNC(=O)C(=O)Nc2ccc(C)cc2)cc1 | -1.0 | 13.0 | 0.8 | 0.8 | -3.7 | 0.7 | -8.3 | 1.3 | -9.0
C=CC(C)(O)CCCC(C)CCCC(C)CCCC(C)C (stereo unspecified) | 1.7 | -16.9 | 2.7 | 2.5 | 1.9 | 4.6 | 1.0 | -1.1 | 0.7
Cc1ccccc1NC(=O)c1sc2nc[nH]c(=O)c2c1C | -0.7 | -14.2 | 6.0 | 0.0 | -6.8 | -3.4 | 7.8 | 19.0 | -2.3
CC(=O)N(c1ccccc1)C1SC(=O)N(c2ccccc2)C1=O (stereo unspecified) | -0.3 | 3.6 | 0.9 | 2.3 | 2.8 | 3.5 | 3.0 | 1.1 | -7.5
N/C(=N\S(=O)(=O)c1cccs1)c1ccccc1Cl | -0.3 | 12.6 | 2.5 | 5.4 | -2.2 | 1.8 | -26.3 | 7.8 | -2.4
Cc1ccc(-c2nc(Nc3cccc(C)c3)sc2CC(=O)O)cc1 | -3.8 | -10.7 | 4.8 | -1.1 | 3.6 | -0.6 | 27.3 | 15.6 | 0.2
CSCCC(NC(=O)c1ccc(Cl)cc1Cl)C(=O)N1CC(C)OC(C)C1 (stereo unspecified) | 0.0 | -10.0 | -3.8 | -6.3 | -1.3 | 2.1 | -23.2 | 3.3 | 12.6
Cc1c(N(C(=O)CNC(=O)c2ccccc2)C2(C(=O)NC3CCCCC3)CCCCC2)c(=O)n(-c2ccccc2)n1C | 0.3 | 17.5 | -7.8 | 0.2 | 1.8 | 2.2 | -3.3 | -6.9 | 12.3
CCOc1ccc2c(c1)C(N(CCN1CCOCC1)C(=S)Nc1ccccc1OC)CC(C)(C)O2 (stereo unspecified) | -2.5 | 5.5 | -14.2 | -4.2 | 0.4 | -1.0 | -1.2 | 3.5 | 2.9
CN(C)S(=O)(=O)c1ccc(Cl)c(NC(=O)CNC2(C)CCS(=O)(=O)C2)c1 (stereo unspecified) | -0.8 | 6.9 | 0.4 | -0.5 | 2.8 | 1.7 | -15.7 | 113.3* | 12.6
Cc1nc2c3ccccc3nc(NNC(=O)CCC(=O)N3CCN(c4ccc(F)cc4)CC3)n2n1 | -3.0 | 9.4 | 5.3 | -1.9 | -1.6 | 2.3 | -9.9 | 7.4 | -6.8
Cn1cc([N+](=O)[O-])c(C(=O)N/N=C/c2ccc([N+](=O)[O-])cc2)n1 | -4.3 | 14.3 | -3.3 | 3.8 | -4.5 | 2.0 | -4.3 | 16.2 | -2.4
C=CCNC(=O)c1ccc(Cn2cc(C(F)(F)F)ccc2=O)cc1 | -1.3 | 13.6 | 13.3 | 0.0 | 1.7 | 0.6 | 11.7 | 10.2 | 1.8
Cc1ccnc(Sc2ccc([N+](=O)[O-])cc2[N+](=O)[O-])n1 | -1.4 | 19.0 | 4.6 | -0.6 | -1.4 | 0.8 | 6.5 | 14.8 | -3.1
O=C(NCc1cc(C(F)(F)F)cc(C(F)(F)F)c1)C12CN(Cc3ccccc3)CC1C(c1cccc([N+](=O)[O-])c1)=NO2 (stereo unspecified) | 3.4 | 11.3 | 8.4 | -0.8 | 0.5 | x | x | -25.7 | 4.0
O=C(NCC1CC1)[C@]1(C(F)(F)F)C[C@H](CCC2CCCCC2)CCCO1 | -0.4 | 13.4 | 12.0 | 0.5 | -1.8 | 4.6 | -15.2 | -3.5 | 10.9
CC1(C(=O)NCc2cccs2)Cc2c(-c3ccccc3)ccnc2O1 (stereo unspecified) | x | 1.3 | 1.5 | 1.8 | -1.3 | 0.7 | -1.5 | x | -6.3
N#CC1=C(SCC(=O)NC2CCCCC2)NC(=O)CC1c1ccco1 (stereo unspecified) | 0.7 | 14.1 | -0.3 | -1.8 | -2.0 | 19.9 | -1.8 | 11.9 | 3.8
Cc1cn([C@H]2C[C@H](O)[C@@H](CCC(=O)NCc3ccc4c(c3)OCO4)O2)c(=O)[nH]c1=O | x | 9.6 | 9.4 | -0.4 | 0.0 | -0.5 | -13.9 | x | -0.9
CCc1nn(CC(=O)NCCC2=CCCCC2)c(=O)c2cc3cc(F)ccc3n12 | -0.9 | 25.4 | 5.7 | 9.1 | -1.0 | -1.5 | 2.8 | -13.5 | -10.5
Cc1ccc(NC(=S)N(CCN2CCOCC2)Cc2ccccc2F)cc1Cl | -0.7 | 9.7 | -5.6 | 2.3 | -0.2 | -2.3 | -26.1 | -2.8 | 4.8
COc1cc(F)ccc1-c1cc(C(=O)NCc2cc(C(F)(F)F)cc(C(F)(F)F)c2)[nH]n1 | x | 16.3 | 4.0 | -4.2 | 3.0 | 2.9 | -9.2 | x | 2.9
O=C(Oc1nsnc1N1CCOCC1)N(c1ccccc1)c1ccccc1 | -1.0 | 9.7 | -9.7 | -5.3 | 1.5 | 15.5 | -6.3 | 3.7 | 4.1
Cc1cc(OCc2nc(-c3cccs3)no2)cc(C)c1Cl | 4.2 | 3.4 | 5.0 | -3.5 | -0.5 | 0.9 | -13.1 | 15.7 | 4.7
CN(C)CC(=O)N1CCc2ccccc2C1 | 0.3 | -8.2 | 1.8 | 1.2 | -1.2 | 5.5 | 1.9 | -5.1 | 5.2
COc1ccc(NC(=S)NC(=O)/C=C/c2ccccc2)cc1 | 1.5 | 3.7 | 6.5 | 0.9 | 3.0 | -0.4 | 2.2 | -5.9 | -5.6
COc1cc2oc(=O)cc(-c3ccc(-c4ccc(O)cc4)cc3)c2c(OC)c1OC | -5.1 | 9.0 | -5.2 | -7.1 | -0.3 | 2.9 | 37.2 | -0.3 | 15.7
O=C(CC1CCCCC1)NCc1ccco1 | -1.3 | 4.3 | 1.2 | -12.1 | -2.1 | -0.2 | 5.0 | 9.3 | 21.0
Cc1ccc(-n2c(C)c(C)c3c(NCCCO)ncnc32)cc1 | -1.9 | 10.8 | 3.2 | 6.6 | 0.6 | -3.5 | -27.4 | 5.9 | -0.1

Bioassay records as filed in PubChem.
